Screening results from PubChem.
dFosB act – mouse delta FosB homodimer activation | purified delta FosB, TAMRA-CDK5 oligo fluorescence polarization; percent of positive-control signal above neutral wells | 340,000 compounds, 0.99% hits | AID 493131 | P13346 | activation, % at 25 µM;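 active means mean activation above about 17%, with every replicate also reaching it, limit read from the data, passing the limit was not always enough; inconclusive means only one of the two conditions met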;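 further: fluorescence polarization rise as delta FosB binds a TAMRA Cdk5 AP-1 oligo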
SR-BI uptake up – SR-BI HDL lipid transfer activation | CHO ldlA[mSR-BI] cells, DiI-HDL uptake fluorescence, 3 h; 100 = double the neutral-control signal | activation, % at 12.5 µM | 320,000 compounds, 0.096% hits | AID 504775;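 active means mean replicate activation of at least 60% and every replicate at or above 60%; inconclusive means mean or all-replicate condition met, but not both; inactive means mean below 60% and not all replicates reaching 60%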;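 further: 0% = median plate neutral-control signal and 100% = twice that signal; values of inactives mirror those of a sister screen read the other way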
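Material: SR-BI-overexpressing, LDLR-lacking CHO cells; schedule: compound exposure 3 h, 37 °C; reagent: DiI-labelled HDL at 10 µg/mL final; technique: bottom-read fluorescence, 550/595 nm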
SR-BI DiI inh – blocks mouse SR-BI lipid uptake from DiI-HDL; ldlA[mSR-BI] CHO cells, DiI-HDL uptake fluorescence, 3 h; inhibition, % at 12.5 µM; 320,000 compounds, 0.96% hits; AID 488896;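 active means mean replicate inhibition of at least 70% and a set share of replicates each scoring 70 or more; inconclusive means meets just one of the two criteria; inactive means fails both criteria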;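 further: 0% = median of neutral control wells and 100% = median of positive control wells; values of inactives mirror those of a sister screen read the other way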
Target sequence (Q61009 whole entry, looked up): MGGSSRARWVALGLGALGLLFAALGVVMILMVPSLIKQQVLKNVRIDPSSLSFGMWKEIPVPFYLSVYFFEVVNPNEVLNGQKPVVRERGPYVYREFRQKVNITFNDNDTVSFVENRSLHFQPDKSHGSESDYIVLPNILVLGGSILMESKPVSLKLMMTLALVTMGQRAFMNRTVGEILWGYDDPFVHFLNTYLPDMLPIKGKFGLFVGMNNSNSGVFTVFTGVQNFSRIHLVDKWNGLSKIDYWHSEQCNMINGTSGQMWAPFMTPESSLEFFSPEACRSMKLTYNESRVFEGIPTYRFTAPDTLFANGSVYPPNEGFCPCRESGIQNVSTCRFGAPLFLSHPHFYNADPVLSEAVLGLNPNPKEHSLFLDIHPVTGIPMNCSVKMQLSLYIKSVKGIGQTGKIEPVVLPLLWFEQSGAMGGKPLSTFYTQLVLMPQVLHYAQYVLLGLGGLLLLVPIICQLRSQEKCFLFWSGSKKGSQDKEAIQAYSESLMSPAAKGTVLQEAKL
MITF TRPM1 HTS – increases MITF-driven TRPM1 promoter luciferase signal; SK-MEL-5 TRPM1-promoter luciferase, 24 h; % of positive control, neutral wells = 0; activation, % at 12.5 µM; 300,000 compounds, 0.75% hits; AID 588334;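 active means mean activation of at least 80% with every replicate also reaching 80%; inconclusive means mean reaches 80% but some replicate falls short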;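 further: 0% = neutral control wells and 100% = parthenolide positive control wells; values of inactives mirror those of a sister screen read the other way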
CDK5 inh – CDK5/p35 (human) kinase inhibition | 330,000 compounds, 0.01% hits | inhibition, % at 10 µM | Recombinant CDK5/p35, ADP-Glo luminescence, 60 min | Q00535+Q15078 | AID 488839;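 active means highest replicate inhibition of at least 50% and at least 75% of replicates reaching 50%; inconclusive means only one of the two criteria met; inactive means both criteria failed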;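 further: plate controls were DMSO neutral control for no effect and GW8510 at 10 µM for full effect; many of its hits are not listed in these tables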
Wnt act – Wnt/beta-catenin pathway activation; Wnt/beta-catenin reporter cell assay, activator, plate reader; activation, % at 9.35 µM; 300,000 compounds, 1.2% hits; AID 743398; in the data active means activation above about 30%, passing the limit was not always enough; inconclusive means no clear call, values can overlap the other calls;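 further: 0% = neutral control wells and 100% = positive control wells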
HTR5A ag – HTR5A agonism, opioid heterodimer counter-screen; P47898; HTR5A agonist assay, luminescence, cell-based; activation, % at 9.3 µM; 340,000 compounds, 0.61% hits; AID 504692; in the data active means activation mostly above about 9.5%, no sharp cut-off; inactive means mostly below about 7.6%;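 further: 0% = cells with vehicle only and 100% = reference agonist; strong numbers were not always called active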
Target sequence (P47898 whole entry, looked up): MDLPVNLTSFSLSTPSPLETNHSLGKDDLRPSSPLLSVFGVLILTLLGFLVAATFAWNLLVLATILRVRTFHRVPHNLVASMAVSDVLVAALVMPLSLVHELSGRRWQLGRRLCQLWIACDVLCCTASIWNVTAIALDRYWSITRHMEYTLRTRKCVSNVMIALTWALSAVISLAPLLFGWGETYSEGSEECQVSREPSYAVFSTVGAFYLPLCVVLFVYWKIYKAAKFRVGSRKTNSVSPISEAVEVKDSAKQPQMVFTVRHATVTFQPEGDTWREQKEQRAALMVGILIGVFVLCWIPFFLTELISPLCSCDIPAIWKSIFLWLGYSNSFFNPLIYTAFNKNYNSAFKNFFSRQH
PvdQ inh – blocks Pseudomonas aeruginosa PvdQ acylase activity | purified PvdQ acylase, fluorescence plate reader | inhibition, % at 10 µM | 340,000 compounds, 0.063% hits; in the data active means inhibition above about 30%, passing the limit was not always enough; inconclusive means no clear call, values can overlap the other calls;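 further: 0% = vehicle neutral wells and 100% = reference inhibitor wells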
cardiac RTF act – cardiac RTF calcium sensitization. P19429+P45379. IANBD-labeled TnC RTF fluorescence at EC20 calcium; 0% EC20 calcium, 100% full calcium. activation, % at 7.2 µM. 340,000 compounds, 0.24% hits. AID 493008;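 active means activation above the mean over all tested compounds plus 3 SD, cut at about 30% in these data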;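 further: rise in fluorescence read as greater calcium sensitivity of cardiac thin filaments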
Rtt109 HAT inh – inhibitors of Candida albicans Rtt109/Vps75 histone acetyltransferase; Q5AAJ8; purified Rtt109/Vps75, ThioGlo CoA-SH fluorescence, 4 h; inhibition, % at 34.9 µM; 330,000 compounds, 0.16% hits; AID 540336;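 active means inhibition of at least 50% in every replicate; inconclusive means best replicate reaches 50% inhibition but some replicates fall short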
Numbers without * were called inactive; u = inconclusive; x = no result given.

SMILES	dFosB act	SR-BI uptake up	SR-BI DiI inh	MITF TRPM1 HTS	CDK5 inh	Wnt act	HTR5A ag	PvdQ inh	cardiac RTF act	Rtt109 HAT inh
O=S(=O)(NC1CC1)c1ccc(Cl)cc1F	-1	x	x	-7	0.1	-3	0	-8	-3	7
COCCNC(=O)c1ccc2snnc2c1	-7	6	-6	-9	-1.6	x	1	-17	-6	0
COc1ccc(CCNC(=O)C2CCC(=O)N(CC3CCCCC3)C2)cc1 (stereo unspecified)	-8	-28	28	1	-1.3	-4	0	9	-4	20
CC(=O)c1cccc(NC(=O)c2ccc3c(c2)CCN3S(=O)(=O)c2ccccc2)c1	-3	-91	91*	20	-1.4	7	-1	5	-8	7
CCN(Cc1ccccc1)C(=O)C1CCN(S(=O)(=O)c2ccc3c(c2)OCCO3)CC1	-13	10	-10	0	-1.1	0	5	-12	0	11
COc1ccc(CC(=O)N(C)CC(=O)Nc2ccccc2SC)cc1	-4	-1	1	-9	0.9	0	-5	-19	-5	-5
O=C(CCNC(=O)C1CCN(S(=O)(=O)c2ccccc2)CC1)NCCc1ccc(Cl)cc1	-17	-8	8	-2	1.7	2	7	-4	-1	-8
O=C(C[C@H]1C/C=C\CC[C@H](Cc2ccc(F)cc2)C(=O)OC[C@@H]2CCCN2C1=O)N[C@H](CO)Cc1ccccc1	-10	-3	3	4	-2.0	-2	7	-10	6	-1
C=CCON1C(=O)c2ccccc2C1=O	1	14	-14	-11	0.2	x	2	-16	14	0
COc1ccccc1CNC(=O)CCNS(=O)(=O)c1cccc2nsnc12	-5	18	-18	8	-0.8	1	-5	-4	1	-3
CCOC(=O)CN1N=C(c2ccc(C)cc2)CCC1=O	3	0	0	3	-1.8	-3	3	3	7	-5
Cc1ccc(CNC(=O)C2CCC(=O)N(CCc3ccc(Cl)cc3)C2)s1 (stereo unspecified)	-7	15	-15	20	0.0	-4	-3	-6	-1	1
COc1ccc(C(=O)NCC(c2cccs2)N2CCOCC2)cc1OC (stereo unspecified)	2	9	-9	10	-0.5	-2	1	-3	-1	-1
O=C(NNS(=O)(=O)c1ccc(Cl)cc1)c1cc(-c2ccccc2)nc2ccccc12	-4	1	-1	-2	0.3	0	3	-13	1	-2
CCOc1ccc(/C=N/NC(=O)c2cc3c(OC)cccc3[nH]2)cc1	8	-16	16	x	-1.1	3	9	-3	1	1
CC(C)(C)OC(=O)C[C@@H]1C/C=C\C[C@@H](CC(=O)N[C@@H](CO)Cc2ccccc2)C(=O)N2CCC[C@H]2COC1=O	-11	12	-12	8	-0.4	5	-3	-10	3	-3
COc1ccc2c(c1)oc(=O)c1cc(OC)ccc12	1	-15	15	92*	0.9	6	-4	-9	-2	-13
O=C(CNC(=S)N(Cc1ccccc1)Cc1cccnc1)NCc1ccccc1	-7	11	-11	-9	-2.5	-1	2	-1	-7	-1
N#CC1=C(N)N=C(SCc2ccccc2)C(C(N)=O)C12CCCCC2 (stereo unspecified)	-9	18	-18	-4	-0.9	x	-4	-8	-5	1
Cc1ccc(S(=O)(=O)NCc2ccco2)cc1C(N)=O	-6	-6	6	2	0.5	0	0	-10	-1	-7
CCn1c(=O)cc(SCC(=O)NCCCN2CCN(c3ccccc3F)CC2)c2ccccc21	-5	-53	53	3	-0.7	0	-3	-6	-6	4
CC(=O)C[C@H](O)CC(=O)[C@H]1OC(=O)[C@@H](C)CCCCc2ccccc21	6	40	-40	-3	0.1	5	1	-16	-3	8
CC(C)(C)c1ccc(Cn2nc(CC(=O)O)c3ccccc3c2=O)cc1	-4	7	-7	-9	2.9	-1	5	16	2	-3
CC(NC(=O)C(=O)NCCC1=CCCCC1)c1ccccc1 (stereo unspecified)	-8	-3	3	13	-0.7	4	0	10	1	-10

Shown as a hit in SR-BI DiI inh, of those listed so far:
| mol | dFosB act | SR-BI uptake up | SR-BI DiI inh | MITF TRPM1 HTS | CDK5 inh | Wnt act | PvdQ inh | Rtt109 HAT inh |
| --- | --- | --- | --- | --- | --- | --- | --- | --- |
| CC(=O)c1cccc(NC(=O)c2ccc3c(c2)CCN3S(=O)(=O)c2ccccc2)c1 | -3 | -91 | 91* | 20 | -1.4 | 7 | 5 | 7 |

Entries listed so far that have an aryl thioether with sulfur outside any ring:
SMILES	dFosB act	SR-BI uptake up	SR-BI DiI inh	MITF TRPM1 HTS	CDK5 inh	Wnt act	HTR5A ag	PvdQ inh	cardiac RTF act	Rtt109 HAT inh
COc1ccc(CC(=O)N(C)CC(=O)Nc2ccccc2SC)cc1	-4	-1	1	-9	0.9	0	-5	-19	-5	-5
CCn1c(=O)cc(SCC(=O)NCCCN2CCN(c3ccccc3F)CC2)c2ccccc21	-5	-53	53	3	-0.7	0	-3	-6	-6	4

Single records, from the list above. Order of values: dFosB act | SR-BI uptake up | SR-BI DiI inh | MITF TRPM1 HTS | CDK5 inh | Wnt act | HTR5A ag | PvdQ inh | cardiac RTF act | Rtt109 HAT inh
CC(NC(=O)C(=O)NCCC1=CCCCC1)c1ccccc1 (stereo unspecified) as listed: -8 | -3 | 3 | 13 | -0.7 | 4 | 0 | 10 | 1 | -10
COc1ccc(C(=O)NCC(c2cccs2)N2CCOCC2)cc1OC (stereo unspecified) as listed: 2 | 9 | -9 | 10 | -0.5 | -2 | 1 | -3 | -1 | -1

New compounds follow:
SMILES	dFosB act	SR-BI uptake up	SR-BI DiI inh	MITF TRPM1 HTS	CDK5 inh	Wnt act	HTR5A ag	PvdQ inh	cardiac RTF act	Rtt109 HAT inh
Cc1cc2c(Nc3cccc(O)c3)ncnc2s1	-2	-7	7	12	13	-1	-3	-4	4	-3
CCOc1cc(CNCc2ccccc2)ccc1OCC(=O)NC1CCCCC1	-10	-1	1	7	-0.3	-3	0	-3	5	-4
O=C1CC2(CCCC2)C(=O)N1CN1CCN(S(=O)(=O)c2ccc(F)cc2F)CC1	5	10	-10	10	-0.9	-2	1	-9	5	3
O=C(COC(=O)c1ccccc1)Nc1cccc(S(=O)(=O)NC2=NCCCCC2)c1	-6	3	-3	-8	-1.0	-2	5	-12	3	6
CCc1ccc(C(=O)CCC(=O)Nc2ccc(OC)c(S(=O)(=O)N3CCCCC3)c2)cc1	-5	-40	40	-6	-0.3	56*	-1	11	-4	-17
CCCn1ncc([C@@H]2C[C@H]3CN(Cc4cccc(Cl)c4)C(=O)[C@]34CCCN24)c1C	-4	11	-11	1	-2.0	-2	3	-5	4	-3
Cc1ccc(OCCn2c(=O)oc3ccc(C)cc32)cc1	-5	7	-7	14	-2.7	2	1	7	-3	7
NC(=O)NC(CC(=O)NCCCc1ccccc1)c1ccc(Cl)cc1 (stereo unspecified)	1	0	0	6	0.2	-3	0	-14	2	-5
N#C/C(=C(\O)C(F)(F)F)c1nnc2n1CCCCC2	4	9	-9	-12	0.7	-2	-1	-1	3	7
CCCc1cc(C(=O)NCc2cccs2)no1	4	31	-31	x	0.6	27	2	-8	5	-3
O=C(c1cc(-c2ccc(Cl)cc2)n(-c2ccc(Cl)cc2)n1)N1CCOCC1	-10	3	-3	-29	-0.1	x	-3	-15	2	8
CCOC(=O)c1csc(N)n1	3	16	-16	-4	-0.3	x	5	-5	-2	9
COC(=O)c1oc(-c2ccccc2)nc1C	2	9	-9	-3	0.1	0	0	0	3	-2
COc1ccc(OC)c(-n2c(=S)[nH]c3cc(C(=O)N4CCC(C(N)=O)CC4)ccc3c2=O)c1	-2	-4	4	4	0.2	-3	6	-10	-2	-1
NC(=O)C1CCN(C(=S)NCc2ccc3c(c2)OCO3)CC1	-15	18	-18	1	-0.2	-1	-2	-4	-4	-5
CC(C)C1NC2(C(=O)c3ccccc3C2=O)C2C(=O)N(c3ccc(F)cc3)C(=O)C12 (stereo unspecified)	6	19	-19	x	-1.6	x	1	-16	0	8
CS(=O)(=O)c1ccc(Oc2ccc(-c3nnco3)cc2)c([N+](=O)[O-])c1	-10	x	x	-7	-0.1	0	2	-12	3	1
CCOc1ccc(S(=O)(=O)N(CC)CC(=O)NC2CC2)cc1	4	22	-22	-1	-1.3	-1	3	-5	-2	6
COC(CNC(=O)CNC(=S)N(CCCN1CCOCC1)Cc1cccs1)OC	2	36	-36	5	0.6	-1	5	20	3	7
CCOC(=O)c1nnc(-c2ccc(C)cc2)nc1Sc1cccc(Cl)c1	-1	18	-18	-3	-2.9	x	4	-16	-2	4
COc1cccc2cc(C(=O)N(Cc3ccccc3)CC3CCCO3)c(=O)oc12 (stereo unspecified)	-5	14	-14	x	2.0	-4	4	-9	1	-11
CCN(CC)S(=O)(=O)c1ccc2[nH]cc(C(=O)NCCc3ccc(OC)c(OC)c3)c(=O)c2c1	-3	2	-2	-23	1.1	x	8	-16	1	2
O=C(COC(=O)c1nc(Cl)ccc1Cl)Nc1ccc(Cl)cc1	-11	-4	4	-17	-1.5	-1	5	-5	-2	-13
CC(C)=CCN1CCN(Cc2cnc(-c3ccccc3)s2)CC1CCO (stereo unspecified)	-5	x	x	-3	-1.1	-5	-1	-13	0	-4
CSc1ccccc1C(=O)Nc1ncc(C)s1	-1	-12	12	13	1.2	x	0	-15	4	-3
C[C@H](NC(=O)c1[nH]cnc1C(=O)N[C@H](C)c1ccccc1)c1ccccc1	-5	36	-36	0	0.4	0	12	-8	-8	7
S=C(NCCc1ccccc1)NC1CC2CCC(C1)N2Cc1ccccc1 (stereo unspecified)	-6	-5	5	4	-2.3	-5	-1	-12	2	-4
O=C(CNC(=O)c1ccc(Oc2ccccc2)cc1)OCc1ccc(Br)cc1	7	16	-16	2	1.7	-1	-2	6	6	-1
Cc1cccc(COc2ccccc2C(=O)NC2CCC(O)CC2)c1 (stereo unspecified)	-3	-41	41	1	0.5	-3	2	-14	-1	7
OCC[C@@H]1C[C@H](O)[C@@H](O)[C@@]2(CCCCO2)O1	5	25	-25	5	-0.1	-1	-1	2	-6	-9
CC(C)OC(=O)c1cc(NC(=O)C2C3CCC(O3)C2C(=O)O)cc(C(=O)OC(C)C)c1 (stereo unspecified)	-4	-16	16	0	-2.1	x	8	-19	2	-6
CN(C)C(=O)c1cn(-c2ccccc2)nc1-c1cc2ccccc2oc1=O	-2	32	-32	4	-0.2	-1	-1	-10	4	-53
CC(=O)Nc1ccc(/C=C(\C#N)C(=O)NCc2ccccc2)cc1	1	9	-9	1	-1.5	4	0	-3	-2	0
O=C(Nc1ccc(Nc2ccncc2)cc1)c1ccc(Nc2ccnc3ccc([N+](=O)[O-])cc23)cc1	u	x	x	15	1.0	-4	2	-15	-7	4
C/C(=N\NC(=O)Cc1ccc(F)cc1)c1ccc(O)cc1	0	16	-16	13	-0.5	-3	-5	-11	-3	-2
